Eya2 phos inh: inhibitors of human Eya2 phosphatase activity | O00167 | recombinant Eya2, OMFP fluorescence dephosphorylation (OMFP is methylfluorescein phosphate) | Potency, µM (highest dose often 76.9 µM), for the others: top-dose activity, negative = inhibition, most hits filed as inhibitors | actives 0.006% (n = 330,000) | AID 488837; note: potency is the fitted concentration of half-maximal effect; % is set by controls: 0 for no effect and ±100 for the full control effect
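Eya2 protein (added as 0.2 uM solution) was preincubated with compound for 10 min at ambient temperature in 50 mM HEPES pH 7.5, 50 mM NaCl, 5 uM MgCl2, 0.05% BSA, 1 mM DTT. OMFP (added at 50 uM) then reacted 10 min; fluorescence read at 485/525 nm.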
Integrin act MD: integrin-mediated muscular dystrophy alleviation activation. alpha7betagal myoblasts, beta-gal FDG fluorescence, 48 h. Potency, µM (highest dose often 38.3 µM), inactives show top-dose activation, usual class: activators. actives 0.064% (n = 350,000);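 note: potency is the fitted concentration of half-maximal effect; 100% = response of the positive control SU9516; nearly all actives have a fitted effect of over 60% in size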
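Alpha7betagal+/- myoblasts (passage 13) were plated 16-24 hr, then exposed to compounds (1:260 dilution of DMSO stock) for 48 hours at 37C. After MPER lysis, β-galactosidase reporter activity was read as FDG fluorescence (ex 480/em 540) after 30 minutes.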
Mito fusion yeast: inhibitors of mitochondrial division or activators of mitochondrial fusion | S. cerevisiae fusion-defective mutant growth rescue, CellTiterGlo 48 h | Potency, µM (titrated, usually from 46.1 µM), without a hit: top-dose growth rescue (activation), hits mostly activators | actives 0.23% (n = 320,000);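 note: potency is the fitted concentration of half-maximal effect; % of control where 0% means no effect; nearly all actives have a fitted effect of over 45% in size; temperature-sensitive fusion mutants such as fzo1-1 at 37 °C on non-fermentable ethanol glycerol medium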
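Growth-rescue viability read-out: after 48 h at the non-permissive 37C in glycerol/ethanol YPEG, yeast mitochondrial fusion mutants are measured by CellTiterGlo luminescence; compounds (23 nl pinned per well) restoring growth score as division inhibitors or fusion activators.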
A-T KAP1 phos: potential ataxia-telangiectasia treatments restoring KAP-1 phosphorylation; AID 485349; actives 0.19% (n = 320,000); Potency, µM (highest dose often 57.5 µM), inactives show top-dose activation, hits mostly activators; […] A-T fibroblasts, KAP-1 phosphorylation AlphaLISA; neocarzinostatin DNA damage 30 min before lysis; note: potency is the fitted concentration of half-maximal effect; % of control where 0% means no effect; nearly all actives have a fitted effect of over 45% in size
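ATM-like activity read as KAP-1 phosphorylation via AlphaLISA donor/acceptor antibody pairs after lysis and 6 hr at 25C. Cells were ATM-null patient fibroblasts ([…], hTERT), dosed 60 min, then exposed to the DSB inducer NCS for 30 min.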
Chronic BCR inh: blocks chronic active B-cell receptor signaling; ABC-DLBCL IkBa-CBG/CBR reporter, luminescence ratio, 4 h; actives 0.05% (n = 340,000); Potency, µM (highest dose often 46.1 µM), inactives show at the top dose ratio change, negative = lower green/red ratio, hits mostly inhibitors; AID 493014; active = well fitted inhibition curve with a large enough effect in the signal ratio, with a control signal flat, not every such curve was filed as active; inconclusive = small, poorly fitted or top-dose-only effect, or effect the other way, or a change in a side signal; the % refers to the signal ratio;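 note: potency is the fitted concentration of half-maximal effect; plate controls were basal doxycycline-induced cells for no effect and cells given 10 µM MG132 for full effect; MG132 reads +100%, hits lower the ratio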
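TMD8 ABC-DLBCL cells carrying doxycycline-inducible green luciferase fused to IkappaBalpha plus unfused red luciferase were exposed to compounds (up to 46 uM) for 4 hrs at 37C. Activity came from the overlap-corrected green/red luminescence ratio.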
ELG1 repair inh: blocks ELG1-dependent DNA repair in HEK293T cells; HEK293T ELG1-luciferase reporter, luminescence, 16 h; DNA damage induced by 5-fluorouridine; Potency, µM (series often up to 46.1 µM), without a hit: top-dose activity change, negative = inhibition, usual class: inhibitors; actives 2.3% (n = 330,000); AID 504467; note: potency is the fitted concentration of half-maximal effect; % is set by controls: 0 for no effect and ±100 for the full control effect; nearly all actives have a fitted effect of over 55% in size
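DMSO vehicle served as the neutral condition. Each well held 2,000 cells given 5-fluorouridine plus compound; after 16 hr at 37 °C/5% CO2, ONE-Glo was added and luciferase measured 30 min later.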
TSG101-PTAP inh: blocks PTAP/TSG101 interaction to inhibit HIV-1 budding; Q99816; Fluorescence polarization, FITC-PTAP peptide / Tsg101 binding; Potency, µM (doses to about 115 µM), for inactives: top-dose activity change, negative = inhibition, usual class: inhibitors; 340,000 tested, under 10 active; AID 493005; active = well fitted inhibition curve with a large enough effect in the main read-out, with a control signal flat, not every such curve was filed as active; inconclusive = small, poorly fitted or top-dose-only effect, or effect the other way, or a change in a side signal; inactive = no such curve, though single readings can be large or run the other way; note: potency is the fitted concentration of half-maximal effect; % of control where 0% means no effect
Target sequence (Q99816 whole entry, looked up): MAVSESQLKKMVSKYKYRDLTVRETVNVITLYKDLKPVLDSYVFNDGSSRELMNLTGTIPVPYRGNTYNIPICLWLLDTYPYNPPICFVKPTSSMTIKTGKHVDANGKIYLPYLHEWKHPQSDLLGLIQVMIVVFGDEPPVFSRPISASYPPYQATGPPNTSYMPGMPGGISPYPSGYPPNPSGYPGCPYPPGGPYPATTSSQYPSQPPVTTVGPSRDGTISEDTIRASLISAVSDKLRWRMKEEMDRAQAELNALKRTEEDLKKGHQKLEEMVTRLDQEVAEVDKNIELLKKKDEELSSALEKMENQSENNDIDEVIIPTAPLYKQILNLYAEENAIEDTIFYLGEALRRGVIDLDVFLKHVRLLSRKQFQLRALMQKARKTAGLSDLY
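Compounds were pin-transferred onto Tsg101 binding domain (10 uM final) in HEPES pH 7.5 buffer, then FITC-PTAP peptide was added at 50 nM final. After 20 min at RT, polarization reported peptide displacement across a qHTS concentration series.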
Tb PFK block: blocks T. brucei phosphofructokinase; AID 485367; T. brucei PFK, ADP-Glo luminescence; actives 0.17% (n = 330,000); Potency, µM (top dose mostly 57.5 µM), without a hit: top-dose activity, negative = inhibition, actives largely listed as inhibitors; O15648;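 note: potency is the fitted concentration of half-maximal effect; 0% = uninhibited 1x PFK enzyme wells and -100% = no-enzyme wells; nearly all actives have a fitted effect of over 60% in size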
Target sequence (O15648 whole entry, looked up): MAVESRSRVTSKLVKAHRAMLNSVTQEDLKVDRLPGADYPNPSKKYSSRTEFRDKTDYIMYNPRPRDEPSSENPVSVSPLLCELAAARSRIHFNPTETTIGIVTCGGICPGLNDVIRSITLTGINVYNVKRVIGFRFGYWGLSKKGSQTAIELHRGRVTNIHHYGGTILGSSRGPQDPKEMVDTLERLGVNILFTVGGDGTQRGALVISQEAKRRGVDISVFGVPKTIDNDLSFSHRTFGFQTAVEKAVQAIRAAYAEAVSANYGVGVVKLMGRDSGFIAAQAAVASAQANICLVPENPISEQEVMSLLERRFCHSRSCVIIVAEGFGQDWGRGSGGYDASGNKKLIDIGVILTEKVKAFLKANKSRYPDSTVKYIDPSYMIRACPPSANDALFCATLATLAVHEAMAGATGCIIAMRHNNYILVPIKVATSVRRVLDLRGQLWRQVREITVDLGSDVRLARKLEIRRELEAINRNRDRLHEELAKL
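Luminescent ADP detection (ADP-Glo, two-step: ATP depletion then ADP-to-ATP conversion for luciferase) reported PFK activity after 45 min room-temperature reaction of 1.25 nM enzyme with 0.5 mM F6P and 0.1 mM ATP at pH 8.0.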
ASM inhibitor: inhibitors of human secretory acid sphingomyelinase; placental ASM, HMU-PC fluorogenic substrate, 60 min; Potency, µM (top dose mostly 57.5 µM), inactives show top-dose activity change, negative = inhibition, most hits filed as inhibitors; actives 0.006% (n = 340,000); note: potency is the fitted concentration of half-maximal effect
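Fluorescence read-out (Ex 386 nm, Em 447 nm) after stopping the reaction at pH 10. Enzyme: ASM from human placenta; substrate HMU-PC0, 9 uM final; 60 min, 37 °C. Compound preincubation 10 min, ambient temperature.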
TSHR antagonist: blocks TSH signaling through the human TSH receptor | P16473 | AID 504810 | TSHR-expressing cells, TSH-stimulated cAMP HTRF, 2 h; hits give low values | activity change, negative = inhibition, % at 11.5 µM | actives 0.2% (n = 330,000);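 active = activity change below a set negative limit, meaning inhibition stronger than a set level, cut at about -70% in these data; inconclusive = activity change between two set negative limits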; note: % is set by controls: 0 for no effect and ±100 for the full control effect
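Read-out is FRET at 665 nm (cryptate excitation 337 nm) from a cryptate-tagged anti-cAMP antibody, competed by cell cAMP against cAMP-d2. Compounds are tested on freshly harvested TSHR cells challenged with 4nM TSH (EC80) for 2 hours at 37 deg C.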
TCR activator: T cell receptor activation; Potency, µM (highest dose often 9.22 µM), for inactives: at the highest dose activation of IL-2 secretion, usual class: activators; 330,000 tested, under 10 active; primary human leukocytes, anti-CD3, IL-2 HTRF, 48 h; note: % of control where 0% means no effect
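Primary human leukocytes receive a-CD3 beads and test compound and are incubated 48 hr. Secreted IL-2 is then assayed by HTRF, measuring 665nm acceptor emission after 320nm excitation of the europium donor.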
Numbers without * were called inactive; ? = inconclusive; · = no result given; & = joins results of further samples; [ ] = another dose, or the depositor's remark. Unless noted, calls come from the whole dose curve; as a rule, active = well fitted curve in the direction sought with a large enough effect; inconclusive = small, poorly fitted or top-dose-only effect, or another doubt; inactive = no such curve, though single readings can be large; an effect the other way counts as inactive or inconclusive.

canonical_smiles	Eya2 phos inh	Integrin act MD	Mito fusion yeast	A-T KAP1 phos	Chronic BCR inh	ELG1 repair inh	TSG101-PTAP inh	Tb PFK block	ASM inhibitor	TSHR antagonist	TCR activator
O=C(CN1CCN(C(c2ccccc2)c2ccccc2)CC1)N1CCN(c2ccccc2)CC1	-25%	-9%	16%	9%	-2%	?	2%	1%	6%	-25	2%
N/C(=N\OC(=O)C(c1ccccc1)c1ccccc1)c1ccccn1	3%	-19%	27%	2%	?	?	-8%	-3%	-3%	-16	-13%[46.1 µM]
C#CCNC(=O)C(C)c1ncc(C(F)(F)F)cc1Cl (stereo not drawn)	-17%	-15%	3%	-2%	4%	-7%	2%	-2%	-3%	12	2%
Cc1cc(NC(=O)CSc2nc3[nH]c(=O)cc(O)c3s2)ccc1Br	41%	-36%	3%	0%	-9%	-1%	0%	-3%	-4%	-4	2%
Cc1cc(F)ccc1NC(=O)Cn1c(C)csc1=O	-10%	-18%	0%	-2%	3%	-3%	0%	-6%	2%	-2	9%
COc1cc2c(cc1OC)C1=NC(=O)CN1C(SCc1ccccc1C)=N2	-15%	-19%	4%	2%	-3%	10µM*	-4%	1%	132%[activator]	7	-4%
Cc1ccc(NC(=S)N2CCN(C(=O)C3CCCO3)CC2)cc1 (stereo not drawn)	-10%	5%	1%	-4%	-1%	-1%	-2%	-5%	0%	22	-4%[46.1 µM]
Cc1ccc(S(=O)(=O)N2CCC(=O)N(CCOC(=O)Nc3ccccc3C)CC2)cc1	6%	22%	-4%	-27%	0%	0%	-2%	6%	2%	6	16%
CCOc1ccccc1-c1nc(-c2ccc(C)nc2OC)no1	-2%	3%	-3%	13%	?	?	-3%	2%	0%	-20	3%
Cc1ccc(C)c(NC(=S)NC2CC3CCCC(C2)N3CC(C)C)c1 (stereo not drawn)	-1%	-8%	-2%	1%	-1%	0%	-3%	1%	3%	2	-2%[46.1 µM]
CC1CCN(c2nc(/C=C/c3ccccc3)nc3ccccc23)CC1	2%	?	-9%	?	?	-14%	-3%	11%	-17%	-3	0%[46.1 µM]
Cc1nn(C)cc1CN1CCC(CO)(CCOc2ccccc2)CC1	2%	-4%	-5%	-3%	4%	-13%	-5%	1%	2%	-1	1%
CCOc1ccc(Br)cc1S(=O)(=O)NC1CC(C)(C)NC(C)(C)C1	-18%	-35%	0%	1%	-3%	7%	-4%	-2%	0%	-2	-12%
COc1ccc(C(=O)Nc2ccnn2C2CCN(C(C)CSC)CC2)cc1 (stereo not drawn)	4%	23%	-8%	-2%	3%	1%	0%	1%	0%	11	0%
CN(C)S(=O)(=O)c1ccc(Cl)c(C(=O)NNC(=O)Cc2nc3ccccc3n2C)c1	-7%	13%	-6%	5%	-2%	11%	-4%	-2%	2%	10	3%
CN(C)CCC(c1ccccc1)c1ccccn1 (stereo not drawn)	5%&14%&7%	·	-2%&0%&-5%	13%&12%	-1%&6%	?	2%&-3%&-7%	0%&-12%	-6%&3%&-2%	-12&-1&2	3%&8%&-1%
Cc1ccc(CS/C(Nc2ccccc2C)=C(\C#N)C(=O)NCc2ccco2)c(C)c1	14%	15%	-1%	·	13%	15µM*	-8%	-3%	-1%	-34	-8%
COc1ccccc1N1CCN(C2CCN(S(=O)(=O)c3ccc4ccccc4c3)CC2)CC1	-10%	-31%	10%	2%	6%	-27%	1%	3%[0.46 µM]	0%	-1	-2%
CCCCNC(C(=O)Nc1cccc(S(=O)(=O)N2CCOCC2)c1)c1ccccc1 (stereo not drawn)	-2%	-40%[inhibitor]	-4%	8%	8%	10%	-4%	-4%	6%	-5	3%
C/C(CC(=O)Nc1ccccn1)=N\NC(=O)c1ccc(C)cc1	-6%	-2%	-7%	-2%	?	23%	-2%	11%	-1%	-9	-5%[46.1 µM]
Fc1cc2nc(-c3ccncc3)[nH]c2cc1F	3%	10%	1%	3%	0%	?	-4%	-3%	-1%	-3	-28%
COc1ccc(C(=O)NC(=O)CSc2n[nH]c(N)n2)cc1	1%	-6%	·	2%	0%	7%	-4%	-3%	2%	-2	1%[46.1 µM]
CN(C(=O)c1cccc([N+](=O)[O-])c1)c1ccccc1C(=O)NCc1ccccc1	-1%	?	-1%	10%	1%	0%	0%	8%	2%	9	2%
Cc1cccc(-n2c(=O)[nH]c3c(C(N)=O)nc(-c4ccccc4Cl)nc32)c1	-28%	-9%	-2%	1%	0%	0%	2%	-3%	148%[activator]	-2	1%
CCS(=O)(=O)CCSc1nc2c(cc1C#N)CCCC2	8%	-11%	-28%	-6%	?	25%	-2%	0%	-4%	4	·
Cc1ccc(C)c(NC(=O)NCc2ccccn2)c1	4%	1%	-1%	20%	0%	7%	0%	-19%	2%	26	5%
C/C(=N\NC(=O)Cc1c(C)[nH][nH]c1=O)c1cccc(Br)c1	12%	17%	-18%	-6%	-14%	-7%	-3%	-8%	-1%	16	7%
CCOc1cc(N2CCOCC2)c(OCC)cc1NC(=O)c1ccc(=O)n(Cc2ccccc2)n1	-8%	·	-1%	14%	-6%	20%	·	-6%	·	-1	·
CCOc1cccc2sc(N(CCN(C)C)C(=O)c3cc4ccccc4cc3OC)nc12	-4%	-54%[inhibitor]	-36%[inhibitor]	17%	?	?	-7%	1%	-11%	24	-1%
Cc1c(CCO)c(=O)[nH]n1C(=O)c1c(F)cccc1F	-5%	5%	0%	-1%	?	?	-1%	-2%	-1%	1	-2%
Cc1ccc(NC(=O)COc2ccccc2)cc1S(=O)(=O)N1CCCCCC1	-7%	5%	22%	6%	4%	-25%	-1%	12%	-6%	·	-3%
Cc1ccc(C(O)CN2C3=NCCN3c3ccccc32)cc1 (stereo not drawn)	-10%	-37%	0%	0%	-8%	3%	-5%	-5%	3%	5	-23%
CCOC(=O)C1=CNS(=O)(=O)NC1c1ccccc1 (stereo not drawn)	-6%	-2%	·	6%	4%	9%	-6%	-1%	71%[activator]	-11	2%[46.1 µM]
O=C(NNC(=O)c1ccc[nH]1)Nc1cccc(C(F)(F)F)c1	1%	-6%	-1%	3%	-1%	?	-3%	-2%	-1%	6	4%
N#Cc1cc2c(nc1SCC(=O)O)CCCC2	-4%	4%	-2%	1%	?	14%	-5%	-2%	-3%	-3	-4%
COc1ccc(-c2cc(C(=O)Nc3sc4c(c3C#N)CCCC4)c3ccccc3n2)cc1OC	11%	-7%	2%	1%	13%	?	-1%	-3%	-16%	1	4%
O=C(Nn1cnnc1)C1Cc2ccccc2CN1S(=O)(=O)c1ccc(F)cc1 (stereo not drawn)	6%	-1%	-1%	16%	2%	8%	-1%	-3%	4%	3	-5%
CS(=O)(=O)Cc1ccc(C(=O)NC2CCSc3ccccc32)cc1 (stereo not drawn)	0%	12%	-6%	-2%	-7%	-6%	0%	1%	2%	2	4%
Fc1ccc(COc2ccccc2CNCc2ccncc2)cc1	3%	-32%	5%	1%	7%	0%	-1%	2%	4%	-5	1%[46.1 µM]
CCNC(=S)N1CCC(C(N)=O)CC1	-2%	5%	-1%	0%	1%	-4%	-5%	2%	4%	-7	0%
COC(=O)C(Cc1ccc(OC(=O)c2ccc(C(F)(F)F)cc2)cc1)N1Cc2ccccc2C1=O (stereo not drawn)	?	-44%	-1%	-3%	2%	?	-6%	-3%	0%	9	-1%
CCc1nc(C)c(C(=O)N2CCCC(C(=O)Nc3cccc(-c4cccc(C)c4)c3)C2)o1 (stereo not drawn)	-16%	-47%[inhibitor]	-2%	8%	?	?	-11%	-15%	-2%	43	1%
O=C(NCCO)c1ccc2c(c1)S(=O)(=O)c1ccccc1C2=O	9%	15%	-3%	-2%	-21%	13%	·	0%	6%	-2	3%
O=c1[nH]c(SCc2ccc(Cl)cc2)nc2ccsc12	0%	?	-7%	1%	?	?	-3%	5%	-2%	-2	3%

Source: PubChem (National Center for Advancing Translational Sciences (NCATS))
